Source: PubChem
Tau ThT inhib = inhibitors of human tau fibril formation, thioflavin T binding; AID 1460; Potency, µM (top dose mostly 57.4 µM), for inactives: top-dose activity, negative = inhibition, hits mostly inhibitors; hit rate 2.1% among 270,000; recombinant tau K18 P301L, heparin-induced fibrillization, ThT fluorescence; P10636; note: nearly all actives have a fitted effect of over 55% in size
Target sequence (P10636 561-689 P618L limits assumed): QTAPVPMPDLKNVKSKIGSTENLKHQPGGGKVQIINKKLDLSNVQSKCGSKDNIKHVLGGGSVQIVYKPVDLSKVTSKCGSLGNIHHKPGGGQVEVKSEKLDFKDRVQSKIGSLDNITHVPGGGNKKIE
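Fibril formation assay: tau K18 P301L at 15 uM with trace Alexa 594 label, heparin inducer 20 uM, pH 7 sodium acetate buffer, 37 C for 6 hr; endpoint ThT signal.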
L3MBTL1 block = blocks human L3MBTL1. Q9Y468. AID 485360. AlphaScreen L3MBTL1–H3K9me1 peptide binding. Potency, µM (series often up to 57.1 µM), without a hit: top-dose activity, negative = inhibition, usual class: inhibitors. hit rate 0.66% among 230,000; note: nearly all actives have a fitted effect of over 60% in size
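L3MBTL1 (50 nM) pre-complexed 30 min with biotinylated H3(1-15)K9me1 peptide (75 nM), then compounds added for 30 min at room temperature; AlphaScreen streptavidin donor/nickel chelate acceptor beads (10 ug/mL final) read after 30 min dark incubation.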
aGal spleen mod = alpha-galactosidase A (human) modulation; hit rate 0.008% among 240,000; P06280; Potency, µM (top dose mostly 80 µM), for the others: top-dose activity change, negative = inhibition, hits mostly inhibitors; AID 2107; human spleen homogenate, 4MU-alpha-Gal fluorescence, 40 min;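 note: 0% = enzyme with vehicle and -100% = no enzyme basal signal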
Target sequence (P06280 32-429 limits assumed): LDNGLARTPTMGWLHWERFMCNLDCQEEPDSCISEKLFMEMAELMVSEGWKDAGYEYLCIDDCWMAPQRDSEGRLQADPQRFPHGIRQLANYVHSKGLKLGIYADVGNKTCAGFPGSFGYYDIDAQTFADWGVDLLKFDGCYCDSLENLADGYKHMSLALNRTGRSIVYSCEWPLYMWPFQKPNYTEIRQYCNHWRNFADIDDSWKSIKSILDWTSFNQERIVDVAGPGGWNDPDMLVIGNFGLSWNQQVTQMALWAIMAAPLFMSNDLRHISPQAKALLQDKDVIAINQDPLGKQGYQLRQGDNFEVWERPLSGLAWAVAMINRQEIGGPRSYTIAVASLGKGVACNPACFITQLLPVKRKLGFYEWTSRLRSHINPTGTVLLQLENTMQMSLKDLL
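Human spleen homogenate (1 ug) was the enzyme source, with 4-methylumbelliferyl-alpha-D-galactopyranoside (1 mM final) in pH 5.0 citrate buffer with 0.01% Tween-20. Compounds were titrated; after 40 min at 37C, NaOH/glycine stop, 4-MU fluorescence read; AC50 from Hill fits.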
TRb-SRC2 inh = disrupts binding of human TR beta to SRC2; P10828; TRbeta-SRC2 peptide binding, fluorescence polarization; receptor liganded with 1 µM T3; Potency, µM (titrated, usually from 106 µM), without a hit: at the top dose activity change, negative = inhibition, most hits filed as inhibitors; hit rate 0.065% among 280,000; AID 1469;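 note: plate controls were bound peptide for no effect and peptide without receptor for full effect; nearly all actives have a fitted effect of over 50% in size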
Target sequence (P10828 whole entry, looked up): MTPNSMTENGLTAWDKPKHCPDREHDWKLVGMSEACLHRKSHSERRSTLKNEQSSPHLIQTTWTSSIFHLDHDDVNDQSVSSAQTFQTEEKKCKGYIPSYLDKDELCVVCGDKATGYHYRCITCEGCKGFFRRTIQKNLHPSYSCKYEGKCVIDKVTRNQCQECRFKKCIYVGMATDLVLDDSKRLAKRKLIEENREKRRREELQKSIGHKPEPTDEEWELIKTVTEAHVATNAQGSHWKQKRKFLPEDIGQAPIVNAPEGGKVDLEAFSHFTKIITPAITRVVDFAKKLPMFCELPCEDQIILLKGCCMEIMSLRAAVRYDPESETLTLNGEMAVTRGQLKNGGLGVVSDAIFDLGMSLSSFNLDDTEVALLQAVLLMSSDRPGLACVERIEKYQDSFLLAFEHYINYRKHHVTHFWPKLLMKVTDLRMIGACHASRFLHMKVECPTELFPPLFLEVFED
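Each compound concentration gave % activity, normalized to unbound and bound Texas Red SRC2 controls, from polarization read after 5 hr ambient incubation with T3-loaded human TRb LBD.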
TexasRed fluor = alters Texas Red total fluorescence, flagging assay interference. AID 1479. hit rate 0.29% among 280,000. TRb/SRC2 Texas Red total fluorescence interference. Potency, µM (doses to about 106 µM), without a hit: at the top dose fluorescence change, negative = quenching; active = well fitted curve in either direction with a large enough effect; inconclusive = small, poorly fitted or top-dose-only effect
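Human TRβ ligand-binding domain (0.6 uM) and Texas Red SRC2 peptide (20 nM) in Tris buffer with 1 uM T3 and 5% DMSO were incubated with pinned compound for 5 hr at ambient temperature. Total fluorescence was computed as S + 2P (555/632 nm).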
Tau fibril FP = inhibitors of human tau fibril formation. P10636. K18 P301L tau heparin fibrillization, Alexa594 FP, 6 h. Potency, µM (doses to about 57.7 µM), inactives show at the highest dose activity, negative = inhibition, hits mostly inhibitors. hit rate 0.39% among 280,000; note: nearly all actives have a fitted effect of over 55% in size
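Heparin (20 uM) drove fibril formation of recombinant tau K18 P301L, 15 uM unlabeled with 0.24 uM Alexa 594 label, for 6 hr at 37 C in 100 mM sodium acetate pH 7. Fluorescence polarization (555/632 nm) read 1 hr after 30 uM ThT.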
ALDH1A1 block = ALDH1A1 (human) enzyme inhibition; P00352; Purified ALDH1A1, NADH fluorescence, propionaldehyde substrate; Potency, µM (highest dose often 75.3 µM), inactives show top-dose activity, negative = inhibition, usual class: inhibitors; hit rate 7.3% among 220,000; AID 1030; active = well fitted inhibition curve with a large enough effect, not every such curve was filed as active; inconclusive = small, poorly fitted or top-dose-only effect, or another doubt; inactive = no such curve, though single readings can be large or run the other way;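 note: plate controls were no enzyme wells and a reference inhibitor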
Tau fluor counter = counter-screen for tau fibril formation inhibitors; tau K18 P301L Alexa594 fluorescence, heparin fibrillization; Potency, µM (titrated, usually from 57.7 µM), inactives show top-dose activity change, negative = decrease; hit rate 0.93% among 280,000; AID 1463; note: nearly all actives have a fitted effect of over 55% in size
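Human tau K18 P301L (15 uM unlabeled, 0.24 uM Alexa 594-labeled) in 100 mM sodium acetate pH 7 with 20 uM heparin, 6 hr at 37 C. ThT 30 uM added, 1 hr ambient; Alexa 594 FP and total fluorescence read at 555/632 nm.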
* marks the source's active call; other numbers are inactive results; ? = inconclusive; . = not tested or not shown; [ ] = remark or other dose. Unless noted, calls come from the whole dose curve; as a rule, active = well fitted curve in the direction sought with a large enough effect; inconclusive = small, poorly fitted or top-dose-only effect, or another doubt; inactive = no such curve, though single readings can be large; an effect the other way counts as inactive or inconclusive. Unless noted, % is set by controls: 0 for no effect and ±100 for the full control effect; potency is the fitted concentration of half-maximal effect. Outcome played no part in choosing rows; overall some 8.5% were active at least once.

SMILES	Tau ThT inhib	L3MBTL1 block	aGal spleen mod	TRb-SRC2 inh	TexasRed fluor	Tau fibril FP	ALDH1A1 block	Tau fluor counter
COc1ccccc1N1CC(O)=C(c2nc3ccccc3s2)C1=N	4%	.	15%	-3%	-6%	-5%	?	-3%
CCSc1nnc(NC(=O)c2ccc(C)cc2)s1	-8%	.	6%	2%	-1%	0%	-9%	-15%
COc1cc(NS(=O)(=O)c2ccc3[nH]c4c(c3c2)CCCCCC4)cc(OC)c1	-7%	.	.	0%	1%	-5%	.	8.9µM*[quencher]
Fc1ccccc1/C=N/Nc1ncnc2nc[nH]c12	-10%	-3%	4%	6%	-2%	1%	-7%	-12%
COc1ccc(NC(=O)Cn2c(=O)n(Cc3ccc(C(=O)NCc4ccccc4Cl)cc3)c(=O)c3ccccc32)cc1	-7%	.	.	2%	-2%	25µM*	.	-23%
O=C(NC1CC2CCCC(C1)N2S(=O)(=O)c1ccccc1)c1ccco1 (stereo not given)	0%	-3%	-1%	0%	-5%	2%	?	3%
Cc1nc2nc(CNC(=O)c3cccc(F)c3)nn2c(C)c1CCC(=O)Nc1ccc(F)cc1	-3%	.	.	3%	0%	-6%	.	-11%
C/C(=N\O)C(C)Oc1ccc(Cl)cc1 (stereo not given)	4%	-1%	1%	-5%	-8%	-5%	1%	5%
N=c1c2c(n(Cc3ccc(Br)cc3)c3c1CCC3)CCCC2	-1%	9%	-3%	8%	0%	1%	0%	10%
COC(=O)CSc1nc2ccccc2n1CC(=O)N(C(C)C)C(C)C	2%	4%	10%	-5%	1%	3%	0%	8%
COc1ccc(-c2oc3ccccc3c(=O)c2O)cc1	-4%	.	9%	5%	-1%	-4%	?	-1%
Cc1cccc(OCC(=O)Nc2nnc(S(=O)(=O)N3CCCCCC3)s2)c1	?	6%	.	-5%	-3%	-7%	.	-24%
CCN(CC)S(=O)(=O)c1ccc(NC(=O)COC(=O)c2cnc(C)cn2)cc1	-4%	-6%	7%	-1%	-2%	3%	?	-8%
Cc1cc(C)cc(N(CC(=O)Nc2c(C)n(C)n(-c3ccccc3)c2=O)S(C)(=O)=O)c1	-7%	-1%	4%	-2%	-2%	3%	5%	-4%
COc1cc(Nc2cc(C)nc3ncnn23)cc(OC)c1	6%	-1%	3%	-16%	0%	2%	13%	13%
Cc1cccc(OCc2nc(-c3nonc3N)no2)c1C	-5%	-22%[11.4 µM]	-1%	-17%	-1%	-9%	9%	-18%
CC(C)c1ccccc1NC(=O)COC(=O)CNC(=O)c1ccc(Br)cc1	3%	-5%	3%	-10%	3%	-5%	3%	-16%
CC1=C(C(=O)Nc2ccc(C)cc2C)C(c2ccc(Br)cc2)n2ncc(C(=O)Nc3cccc(C)c3)c2N1 (stereo not given)	0%	.	.	-2%	0%	?	.	-10%
Cc1c(Cl)cccc1NC(=O)CNc1ccccc1F	-1%	7%	0%	1%	-4%	7%	10µM*	-14%
Cc1noc(C)c1C(=O)N(C)Cc1ccccc1	-3%	10%	-1%	4%	-3%	7%	10%	0%
COc1ccc(/C=C/C(=O)Oc2ccc(/C=N\NC(=O)c3ccc(F)cc3)cc2)cc1	-22%	5%	3%	-9%	-1%	-13%	10%	2%
CCOc1ccc2nc(SCc3ccc(C(=O)OC)o3)[nH]c2c1	-18%	-4%	-3%	-4%	-8%	6%	-30%	-17%
O=C(O)CCN1C(=O)c2ccc(NC(=O)Cc3ccc(Cl)cc3)cc2C1=O	1%	1%	-10%	-1%	-5%	-6%	?	-2%
CCC(CC)C(=O)Nc1ccc(C)c(O)c1	4%	4%	-1%	-11%	-3%	3%	4%	2%
NCc1oc(-c2ccccc2)cc1C(=O)O	-8%	.	7%	3%	1%	1%	?	-4%
Later entries.
SMILES	Tau ThT inhib	L3MBTL1 block	aGal spleen mod	TRb-SRC2 inh	TexasRed fluor	Tau fibril FP	ALDH1A1 block	Tau fluor counter
COc1ccc(C2c3c(oc4ccc(C)cc4c3=O)C(=O)N2c2cc(C)ccn2)cc1OC (stereo not given)	-5%	3%	4%	3%	1%	5%	0%	1%
CCn1c(=O)cc(O)c2c(=O)n(C)c(=O)n(C)c21	5%	44%[activator]	-20%	-12%	0%	5%	9%	1%
COCCNC(=O)CNC(c1ccccc1)c1ccccc1	-12%	.	0%	0%	-4%	3%	?	-12%
O=C(N/C(=C/c1cccnc1)C(=O)N1CCOCC1)c1ccco1	7%	-14%	1%	0%	0%	4%	0%	8%
C[N+]1(C2CCC3CCCC2C3O)CCCCC1 (stereo not given)	-5%	18%	15%	-12%	-1%	-4%	1%	-12%
O=C(Cc1ccccc1)NC(=S)Nc1ccc2oc(-c3ccccc3)nc2c1	1%	0%	-4%	-16%	0%	?	22µM*	-28%
CCc1nnc(NC(=O)c2ccc(S(=O)(=O)N(CC)CC)cc2)s1	2%	26%	19%	7%	4%	9%	-4%	9%
CCOC(=O)c1ccccc1NC(=S)N1CCC(N2CCCCC2)CC1	0%	-7%	1%	-5%	-1%	-7%	-1%	-4%
CCc1cccc2c1NC(=O)C2(O)CC(=O)c1cccs1 (stereo not given)	1%	4%	1%	-6%	-6%	3%	14µM*	4%
COc1ccc2[nH]c(=O)c(CN(CC3CCCO3)C(=S)Nc3ccc(C)cc3)cc2c1 (stereo not given)	14%	2%	-1%	-5%	-1%	1%	-3%	11%
CCOC(=O)C(CCC(=O)O)(CCC(C)C)c1csc(N)n1 (stereo not given)	-9%	.	-14%	-2%	-2%	-2%	-1%	-6%
CCOc1ccc2[nH]c(=O)c(CN(Cc3ccc(C)cc3)C(=O)N3CCCC3)cc2c1	-12%	-1%	15%	1%	-4%	-6%	?	-10%
O=C(CN1C(=O)NC2NC(=O)NC21)NN=C1CCCC1 (stereo not given)	2%	2%	-9%	4%	7%	3%	-7%	1%
COc1cccc(-c2ncc3ccccn23)c1	?	27%	2%	2%	3%	7%	?	-12%
CC(=O)NC(CSc1cc(C)nc2ccc(Br)cc12)C(=O)O (stereo not given)	-16%	1%	-3%	-3%	-3%	-5%	.	-8%
CCOC(=O)N1CCN(C(=O)c2cccc(NC(=O)c3ccco3)c2)CC1	1%	.	24%	-5%	0%	1%	4%	3%
COc1ccccc1P(=O)(c1ccccc1)c1ccccc1NC(C)=O (stereo not given)	0%	15%	2%	-4%	-1%	4%	.	-4%
CC1CNc2c(cccc2S(=O)(=O)N[C@@H](CCCN=C(N)N)C(=O)N2CC[C@@H](C)C[C@@H]2C(=O)O)C1 (stereo not given in full)	-10%	.	-4%	0%	1%	-9%	.	-12%
CC1CCCC(NC(=S)Nc2cccc(S(=O)(=O)N(C)C)c2)C1C (stereo not given)	3%	.	1%	-3%	-6%	-16%	?	?
Cc1ccc(C(=O)NC2(O)C(=O)c3ccccc3C2=O)cc1C	.	.	-3%	-22%	2%	4µM*	.	-11%
O=C(CN1CCN(Cc2ccc(F)cc2Cl)S1(=O)=O)Nc1ccc(F)cc1	16%	.	.	-2%	1%	-3%	.	-11%
C=CCn1c(=O)/c(=C2/SC(C)=C(C)N2CC)s/c1=C1/C(=O)N(CC)C(=S)N1c1ccccc1	?	.	-2%	-12%	2%	9%	-5%	-24%
CCOC(=O)c1cnn(-c2ccccc2)c1-n1cccc1C(=O)C(=O)Nc1ccc(OC)cc1	-20%	-12%	-11%	-3%	-1%	-3%	5%	-23%
CCOC(=O)c1[nH]c2ccc(OC)cc2c1N=CN(C)C	-16%	-5%	1%	3%	-5%	-1%	?	-17%
N#Cc1ccc(N2CCN(c3ccc(F)cc3)CC2)cc1	-11%	-3%	4%	4%	-3%	2%	-10%	-9%
CC(C(=O)O)N(C(=O)c1ccccc1)c1ccc(F)cc1 (stereo not given)	-10%	2%	-2%	1%	0%	-3%	-5%	-4%

Of the compounds above, 14 have four or more nitrogen atoms.
SMILES	Tau ThT inhib	L3MBTL1 block	aGal spleen mod	TRb-SRC2 inh	TexasRed fluor	Tau fibril FP	ALDH1A1 block	Tau fluor counter
Fc1ccccc1/C=N/Nc1ncnc2nc[nH]c12	-10%	-3%	4%	6%	-2%	1%	-7%	-12%
COc1ccc(NC(=O)Cn2c(=O)n(Cc3ccc(C(=O)NCc4ccccc4Cl)cc3)c(=O)c3ccccc32)cc1	-7%	.	.	2%	-2%	25µM*	.	-23%
Cc1nc2nc(CNC(=O)c3cccc(F)c3)nn2c(C)c1CCC(=O)Nc1ccc(F)cc1	-3%	.	.	3%	0%	-6%	.	-11%
Cc1cccc(OCC(=O)Nc2nnc(S(=O)(=O)N3CCCCCC3)s2)c1	?	6%	.	-5%	-3%	-7%	.	-24%
CCN(CC)S(=O)(=O)c1ccc(NC(=O)COC(=O)c2cnc(C)cn2)cc1	-4%	-6%	7%	-1%	-2%	3%	?	-8%
Cc1cc(C)cc(N(CC(=O)Nc2c(C)n(C)n(-c3ccccc3)c2=O)S(C)(=O)=O)c1	-7%	-1%	4%	-2%	-2%	3%	5%	-4%
COc1cc(Nc2cc(C)nc3ncnn23)cc(OC)c1	6%	-1%	3%	-16%	0%	2%	13%	13%
Cc1cccc(OCc2nc(-c3nonc3N)no2)c1C	-5%	-22%[11.4 µM]	-1%	-17%	-1%	-9%	9%	-18%
CC1=C(C(=O)Nc2ccc(C)cc2C)C(c2ccc(Br)cc2)n2ncc(C(=O)Nc3cccc(C)c3)c2N1 (stereo not given)	0%	.	.	-2%	0%	?	.	-10%
CCc1nnc(NC(=O)c2ccc(S(=O)(=O)N(CC)CC)cc2)s1	2%	26%	19%	7%	4%	9%	-4%	9%
O=C(CN1C(=O)NC2NC(=O)NC21)NN=C1CCCC1 (stereo not given)	2%	2%	-9%	4%	7%	3%	-7%	1%
CC1CNc2c(cccc2S(=O)(=O)N[C@@H](CCCN=C(N)N)C(=O)N2CC[C@@H](C)C[C@@H]2C(=O)O)C1 (stereo not given in full)	-10%	.	-4%	0%	1%	-9%	.	-12%
C=CCn1c(=O)/c(=C2/SC(C)=C(C)N2CC)s/c1=C1/C(=O)N(CC)C(=S)N1c1ccccc1	?	.	-2%	-12%	2%	9%	-5%	-24%
CCOC(=O)c1cnn(-c2ccccc2)c1-n1cccc1C(=O)C(=O)Nc1ccc(OC)cc1	-20%	-12%	-11%	-3%	-1%	-3%	5%	-23%
